From PubChem
ZTA DNA inh: counter-screen for EBNA-1 inhibitors: inhibitors of Epstein-Barr virus ZTA. P03206. ZTA-DNA binding, fluorescence polarization. inhibition, % at 11 µM. 320,000 tested, 0.15% active. AID 2234; in the data active = inhibition above about 33%
pPAFAH FP inh: pPAFAH enzyme inhibitors, primary screen, biochemical, fluorescence polarization, human; AID 463082, 2010; recombinant pPAFAH, FP-rhodamine probe fluorescence polarization; inhibition, % at 3.39 µM; 330,000 tested, 1.5% active; Platelet-activating factor acetylhydrolase (Homo sapiens), Q13093;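 active = inhibition above the mean inhibition across the screen plus 3 SD, cut at about 25% in these data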;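 also: inhibitors block binding of the rhodamine activity-based probe so polarization drops; 0% = enzyme with DMSO and 100% = wells lacking pPAFAH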
Target sequence (Q13093 whole entry, looked up): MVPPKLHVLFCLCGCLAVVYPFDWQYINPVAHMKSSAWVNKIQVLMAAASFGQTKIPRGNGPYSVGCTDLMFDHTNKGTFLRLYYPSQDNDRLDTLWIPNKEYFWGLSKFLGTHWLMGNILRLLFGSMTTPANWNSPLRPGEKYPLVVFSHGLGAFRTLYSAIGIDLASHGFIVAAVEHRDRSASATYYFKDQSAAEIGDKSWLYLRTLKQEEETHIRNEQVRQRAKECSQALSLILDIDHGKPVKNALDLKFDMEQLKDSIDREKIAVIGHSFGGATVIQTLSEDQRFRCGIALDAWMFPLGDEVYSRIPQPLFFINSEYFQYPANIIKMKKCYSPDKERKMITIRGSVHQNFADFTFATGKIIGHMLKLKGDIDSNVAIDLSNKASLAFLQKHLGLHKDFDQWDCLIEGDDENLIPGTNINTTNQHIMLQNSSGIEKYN
PREPL inh: PREPL enzyme inhibitors, primary screen, biochemical, fluorescence polarization; Prolyl endopeptidase-like (Homo sapiens), Q4J6C6; recombinant PREPL, fluorescence polarization activity-based probe; inhibition, % at 5.96 µM; 320,000 tested, 0.68% active; AID 2751, 2010; in the data active = inhibition above about 43%;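 also: 0% = enzyme with DMSO and 100% = wells lacking enzyme; many of its hits are not listed in these tables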
PAFAH2 inh: PAFAH2 enzyme inhibitors, primary screen, biochemical, fluorescence polarization, human. recombinant PAFAH2, FP-rhodamine activity probe. inhibition, % at 3.39 µM. 340,000 tested, 0.99% active. AID 492956, 2010;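 active = inhibition above the mean over all tested compounds plus 3 SD, cut at about 30% in these data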;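 also: inhibitors block probe labeling of enzyme so polarization drops; 0% = enzyme with DMSO and 100% = wells lacking PAFAH2 protein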
PAFAH1B2 FP inh: PAFAH1B2 enzyme inhibitors, primary screen, biochemical, fluorescence polarization, human; Platelet-activating factor acetylhydrolase IB subunit alpha2 (Homo sapiens), P68402; recombinant PAFAH1B2, FP-rhodamine activity probe; inhibition, % at 3.39 µM; 340,000 tested, 1.2% active;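 active = inhibition above the mean of all tested compounds plus 3 SD, cut at about 24% in these data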;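 also: 0% = enzyme with DMSO and 100% = wells lacking PAFAH1B2; many of its hits are not listed in these tables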
Target sequence (P68402 whole entry, looked up): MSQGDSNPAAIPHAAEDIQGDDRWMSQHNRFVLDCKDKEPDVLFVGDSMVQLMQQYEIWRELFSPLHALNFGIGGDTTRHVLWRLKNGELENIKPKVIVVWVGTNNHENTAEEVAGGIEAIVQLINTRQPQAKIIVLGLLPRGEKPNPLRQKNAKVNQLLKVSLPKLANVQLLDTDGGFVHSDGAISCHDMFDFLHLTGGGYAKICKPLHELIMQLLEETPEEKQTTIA
PAFAH1B3 FP inh: PAFAH1B3 enzyme inhibitors, primary screen, biochemical, fluorescence polarization, human | Platelet-activating factor acetylhydrolase IB subunit alpha1 (Homo sapiens), Q15102 | recombinant PAFAH1B3, FP-rhodamine probe | inhibition, % at 3.39 µM | 340,000 tested, 0.28% active | AID 492972, 2010;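 active = inhibition above the screen-wide average of all tested compounds plus 3 SD, cut at about 25% in these data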;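 also: 0% = enzyme with DMSO only and 100% = wells lacking PAFAH1B3 protein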
Target sequence (Q15102 whole entry, looked up): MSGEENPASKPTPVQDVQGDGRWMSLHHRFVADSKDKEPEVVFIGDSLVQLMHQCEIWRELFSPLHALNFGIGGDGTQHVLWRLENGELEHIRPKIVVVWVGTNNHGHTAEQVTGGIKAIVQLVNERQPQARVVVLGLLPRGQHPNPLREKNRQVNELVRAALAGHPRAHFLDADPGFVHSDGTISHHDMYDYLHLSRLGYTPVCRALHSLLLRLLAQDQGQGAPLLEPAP
LYPLA2 inh: LYPLA2 inhibitors, primary screen, counter-screen for PME1 inhibitor project, biochemical, fluorescence polarization, FP-Rh probe ABPP | Acyl-protein thioesterase 2 (Homo sapiens), O95372 | recombinant LYPLA2 | inhibition, % at 5.9 µM | 320,000 tested, 0.38% active;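 active = inhibition above the screen-wide mean plus 3 SD, limit set per campaign, cut at about 26% in these data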;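 also: 0% = LYPLA2 with DMSO and 100% = wells lacking LYPLA2 enzyme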
EBNA-1 inh: EBNA-1 DNA-binding inhibitors, primary screen, biochemical, fluorescence polarization; inhibition, % at 14.8 µM; 300,000 tested, 0.34% active; AID 1950, 2009; in the data active = inhibition above about 28%
LYPLA1 counter: LYPLA1 inhibitors, primary screen, counter-screen for PME1 inhibitor project, biochemical, fluorescence polarization, FP-Rh probe ABPP | recombinant LYPLA1 | inhibition, % at 5.9 µM | 320,000 tested, 0.16% active | AID 2174, 2009;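 active = inhibition above the mean of all tested compounds plus 3 SD, set per campaign, cut at about 14% in these data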;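 also: inhibitors block serine hydrolase probe labeling of LYPLA1 so polarization falls; 0% = enzyme with DMSO and 100% = wells lacking LYPLA1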
Active calls of the source: *; x = not tested or not shown. An excerpt. The share of hits here may be higher or lower than overall.

compound	PAFAH1B2 FP inh	ZTA DNA inh	PAFAH2 inh	LYPLA2 inh	LYPLA1 counter	PREPL inh	PAFAH1B3 FP inh	EBNA-1 inh	pPAFAH FP inh
COc1cc(C)ccc1OCCCCN1CC(C)OC(C)C1 (stereo not given)	1	-4	13	1	1	-1	13	-6	2
N#Cc1cn(-c2ccccc2)nc1-c1ccc2c(c1)OCCO2	4	12	-5	1	-1	2	6	-6	2
O=C1CC(c2ccccc2Br)c2cc3c(cc2N1)CCC3 (stereo not given)	x	-7	x	2	1	7	x	-19	-5
CCC(CC)C(=O)Nc1ccccc1-n1cccc1	4	-19	-8	9	3	2	9	-3	3
CN1C(=O)N(C)c2ccc(C=O)c3cccc1c23	0	7	5	1	0	-1	5	4	4
Cc1ccc(C(=O)c2ccc([N+](=O)[O-])cc2)cc1	-3	8	-4	11	2	-2	12	-4	-4
Cc1ccccc1/C=N/NC(=O)Cn1nnc(N)n1	0	-5	10	4	-2	2	-8	-11	4
O=C(CN1C(=O)NC(Cc2ccccc2)C1=O)Nc1ccccc1 (stereo not given)	3	13	5	-4	1	22	3	-2	-2
COCCN(C(=O)c1ccccc1Oc1ccccc1)c1c(N)n(CC(C)C)c(=O)[nH]c1=O	4	-14	3	-2	0	1	-6	x	0
Cc1nn(-c2ccccc2)c(N)c1Sc1ccc([N+](=O)[O-])cc1	4	-1	4	7	3	8	3	9	11
CS(=O)(=O)N1CCN(CC(=O)NC2CCCCC2)CC1	3	-7	-1	6	-1	-7	-2	-6	0
CCCCN(Cc1cccs1)S(=O)(=O)c1csc(C(N)=O)c1	20	5	0	6	-1	3	11	-13	1
Cc1c(Cl)cnc(NC(=O)COC(=O)c2ccncc2)c1Cl	8	10	7	0	-3	18	2	x	15
O=C(COc1ccc(F)cc1F)N1CCCCCCC1	1	-1	5	0	-3	4	11	-10	-3
COCCNC(=O)CN(C(=O)CCC(=O)Nc1ccccn1)c1ccc(C)cc1	0	3	5	2	-2	-6	0	5	-3
CC1CN(C(=O)CSc2nnc(CNC(=O)c3ccc(S(=O)(=O)N(C)C)cc3)o2)CC(C)O1 (stereo not given)	2	-13	3	-1	0	6	-3	-10	0
Cc1ccc(NC(=O)C(C)Oc2ccccc2)cc1S(=O)(=O)N1CCCCCC1 (stereo not given)	-1	-8	0	2	-4	6	3	x	1
CC(=O)Nc1ccc(S(=O)(=O)N2CCSC2c2ccccc2Cl)cc1 (stereo not given)	2	-11	-3	-14	-5	-3	-1	-6	-14
COC(=O)CNC(=O)CSc1nnc(-c2ccc(OC)cc2)n1CC(C)C	4	2	0	-4	-3	10	3	6	3
O=[N+]([O-])c1cc(Br)c(OCc2nnc(-c3ccccc3)o2)c(Br)c1	0	-2	3	6	-2	-3	9	3	1
CC(C(=O)NCC1CCCCC1)N(C)Cc1ccc(Cl)cc1 (stereo not given)	7	8	9	0	0	-5	6	0	9
O=C(NCc1cccnc1)c1cccc(Cl)c1	-3	5	7	2	-1	1	1	6	0
O=S1(=O)N=C(N2CCN(c3ccc(F)cc3)CC2)c2ccccc21	-3	4	1	-1	-1	13	-5	1	6
CSc1ccc(CN2CCC(n3nccc3NC(=O)c3ccccc3C)CC2)cc1	3	-15	7	2	4	-1	7	-7	4
CCN(CC)CCCCN1c2ccccc2Sc2ccccc21	4	1	-4	-2	1	23	8	-2	-3
Cc1ccc(C2NC(=O)CCC2[N+](=O)[O-])cc1 (stereo not given)	x	10	x	-3	-2	-9	x	4	0
COC(=O)c1ccc(NC(=O)c2cc[n+]([O-])cc2)cc1	0	-2	-3	5	1	-4	8	6	3
Cn1c(/C=C/c2ccccc2)nc2ccccc2c1=O	1	-6	4	4	3	6	0	-17	1
CCN=c1sc(C(=O)NCCc2ccccc2)cc(=O)n1CC	-5	-11	9	1	3	8	-4	-6	3
Cc1ccc(-n2nnnc2SCC(=O)c2ccc3c(c2)NC(=O)CO3)c(C)c1	5	-8	2	9	-1	14	0	9	8
CC1CCC(Nc2nnnn2-c2ccccc2)CC1 (stereo not given)	5	-6	12	3	1	8	-2	5	-2
Cc1cc(NC(=O)CSCC(=O)NC(C)c2ccccc2)no1 (stereo not given)	2	x	8	x	x	5	3	x	0
COc1cccc(C(=O)O/N=C(\N)c2ccc([N+](=O)[O-])cc2)c1OC	1	-1	4	-2	-5	2	-7	2	16
O=C(N=C1c2ccccc2CN1c1cccc(Cl)c1)c1cccnc1	4	-10	-8	-2	-4	-7	8	-4	4
O=C(OCc1cnc(Cl)s1)c1cccc(Cl)c1Cl	-4	0	3	5	1	-31	0	1	15
COc1ccc(/C=N/NC(=O)CN(C)C(=O)OCc2ccccc2)cc1OC	-1	-3	-7	3	-2	-2	2	-17	5
Cc1ccc(NC(=O)C2CCC(=O)N2)cc1C (stereo not given)	4	-6	5	3	3	13	-5	-8	-1
COC(=O)c1sc(NC(=O)c2ccc(C)o2)nc1C	0	11	3	1	2	-2	-2	1	6
S=c1sc2ccccc2n1CCc1ccncc1	9	0	-1	-2	1	4	8	-20	-5
CCn1c2ccccc2c2cc(C3C(C#N)=C(C)NC(C)=C3C#N)ccc21	1	-4	-3	-12	-5	7	4	8	-1
CC1(C)CC(=O)C2=C(C1)Nc1cc3c(cc1C2c1ccc2c(c1)OCO2)OCO3 (stereo not given)	9	-13	3	-2	3	4	5	5	8
CCOC(=O)C1(Cc2ccc(Cl)cc2)CCN(C(=O)CCc2cnccn2)CC1	4	-23	2	-5	-2	-2	0	1	0
O=C(CSCc1ccc(Cl)cc1)N/N=C/c1ccco1	15	7	6	10	2	-2	6	9	5
NS(=O)(=O)c1ccc(NC(=O)Nc2cccc(Cl)c2)cc1	-3	2	-17	-34	-21	-7	-15	3	-7
O=C1CCCN1c1ccc(S(=O)(=O)Oc2ccc(Cl)cc2)cc1[N+](=O)[O-]	69*	-15	2	-5	4	16	-4	-2	-1
CCOc1nc(-c2ccccc2)ccc1-c1noc(COC)n1	-1	-9	16	0	0	-15	5	-6	22
Cc1nc(CC(=O)NNS(=O)(=O)c2ccc(F)c(Cl)c2)cs1	8	9	8	2	0	6	1	3	4
CCN(CC)S(=O)(=O)c1ccc(C)c(NC(=O)Cc2ccc(S(=O)(=O)N3CCOCC3)s2)c1	7	6	-10	-7	-6	0	-2	-1	9
O=C(CNC(=O)c1ccccc1C(F)(F)F)N/N=C/c1cccs1	-2	8	4	0	-3	3	4	1	5
C/C(=C\c1ccccc1)C(=O)NCCCn1ccnc1	11	-6	3	1	-3	-2	3	4	3
CCCOc1c(Cl)cc(C(=O)Nc2ccc3c(c2)OCO3)cc1OCC	-4	-7	-14	-7	-10	12	4	-1	7
CCCCn1cc([N+](=O)[O-])nc1C	1	-5	6	3	-1	9	2	-4	-3
Cc1cc(NC(=O)c2c(Cl)cccc2Cl)no1	3	5	-2	3	1	2	9	-4	-3
CCNC(=O)N(C)C[C@H]1N[C@@](C)(C(=O)OC)[C@H]2C(=O)N(C)C(=O)[C@@H]12	1	x	0	x	x	10	6	x	-1
COC(=O)c1c(NC(C)=O)sc(C(=O)Nc2ccccc2C)c1C	-3	6	-3	-1	-1	4	-2	3	9
COC(=O)CC1=C(C(=O)OC)C(c2cccc(OCC(N)=O)c2)C(C#N)=C(N)O1 (stereo not given)	6	7	0	-2	0	2	7	5	9
CC(=O)Oc1ccc(-c2cccc(C(=O)N3CCCCC3)c2)cc1	2	4	3	0	-1	-5	10	7	0
O=C(Cn1ccc2cc(S(=O)(=O)N3CCCC3)ccc21)NCc1ccccc1	1	0	-3	6	4	13	5	-5	2
CC(=O)Nc1ccc(OCc2nnc(-c3ccc(Cl)cc3)o2)cc1	8	24	5	4	-5	3	12	8	0
CN(C)NC(=O)c1ccc([N+](=O)[O-])s1	4	-2	-5	-4	-1	14	8	-6	0

(listing goes on)
compound	PAFAH1B2 FP inh	ZTA DNA inh	PAFAH2 inh	LYPLA2 inh	LYPLA1 counter	PREPL inh	PAFAH1B3 FP inh	EBNA-1 inh	pPAFAH FP inh
CCCn1cc(S(=O)(=O)c2ccccc2)c(=O)c2cc(CC)ccc21	1	-1	-1	-1	-4	6	0	-3	-3
Cc1cccc(-c2cc(=O)c(C(=O)O)cn2-c2ccc(F)cc2F)c1	8	5	2	-2	-1	-3	8	8	6
CC(C)CCN1CC(C(=O)NCCC2=CCCCC2)CC1=O (stereo not given)	5	-2	1	-5	0	2	5	-4	-7
CCCCNC(=O)NS(=O)(=O)c1cnccc1Sc1ccc(Cl)cc1	18	-27	2	1	1	15	-9	-6	5
COc1ccc(/C(C)=N/NC(=O)Cn2nc([N+](=O)[O-])cc2C)cc1	3	-2	0	5	0	0	-3	-10	4
COc1ccc(-c2cccc(C(=O)Nc3cccc(C(=O)O)c3)c2)cc1	-1	-5	-5	16	6	-2	6	0	-8
O=C(CNC(=S)NC(=O)c1cccc([N+](=O)[O-])c1)c1ccccc1	-2	1	6	-1	-3	3	-2	4	7
